A3G deaminase: blocks human APOBEC3G single-stranded DNA deamination. Q9HC16. recombinant A3G, ssDNA deamination FAM/TAMRA fluorescence. inhibition, % at 20 µM. 330,000 tested, 0.28% active. AID 493012;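 active = inhibition of at least 40% at 20 µM, with no more than 30% in the related APOBEC3A deaminase screen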;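 also: plate controls were DMSO wells with A3G for no effect and wells lacking A3G enzyme for full effect; some compounds called inactive have numbers as strong as hits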
EBI2 antag: blocks human EBI2 receptor beta-arrestin signaling; AID 651636; P32249; inhibition, % at 5 µM; EBI2 beta-arrestin recruitment, luminescence, 7a,25-OHC stimulated; 360,000 tested, 0.81% active; in the data active = inhibition above about 38%;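 also: enzyme fragment complementation signal reports receptor beta-arrestin coupling in cells; 0% = agonist plus DMSO wells and 100% = wells without agonist; some results beyond the cut were filed as inactive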
Target sequence (P32249 whole entry, looked up, the tested form may be a part): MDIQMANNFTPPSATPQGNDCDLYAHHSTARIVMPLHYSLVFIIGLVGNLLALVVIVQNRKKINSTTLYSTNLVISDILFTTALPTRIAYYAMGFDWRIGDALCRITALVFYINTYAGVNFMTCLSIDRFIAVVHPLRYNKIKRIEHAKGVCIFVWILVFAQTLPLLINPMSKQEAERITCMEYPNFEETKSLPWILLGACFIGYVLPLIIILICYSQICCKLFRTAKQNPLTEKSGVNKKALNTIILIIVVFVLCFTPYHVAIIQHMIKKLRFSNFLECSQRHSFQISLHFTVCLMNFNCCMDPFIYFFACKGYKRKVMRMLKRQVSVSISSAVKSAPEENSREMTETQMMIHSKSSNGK
Gli-Sufu antag: Gli-Sufu pathway antagonism. Sufu-KO-LIGHT fibroblasts, Gli luciferase reporter luminescence. inhibition, % at 5 µM. 340,000 tested, 0.74% active. AID 588413;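 active = inhibition above about 55%, limit read from the data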;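 also: 0% = DMSO-treated cells and 100% = wells with medium but no cells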
CXCR6 block: blocks human CXCR6 beta-arrestin recruitment; O00574; CHO-K1 PathHunter CXCR6 beta-arrestin, luminescence; inhibition, % at 20 µM; 360,000 tested, 0.36% active; AID 602244; in the data active = inhibition above about 34%, passing the limit was not always enough;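 also: antagonist mode with CXCL16 agonist at 10 nM final; 0% = 10 nM CXCL16 with DMSO and 100% = unstimulated wells without agonist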
Target sequence (O00574 whole entry, looked up): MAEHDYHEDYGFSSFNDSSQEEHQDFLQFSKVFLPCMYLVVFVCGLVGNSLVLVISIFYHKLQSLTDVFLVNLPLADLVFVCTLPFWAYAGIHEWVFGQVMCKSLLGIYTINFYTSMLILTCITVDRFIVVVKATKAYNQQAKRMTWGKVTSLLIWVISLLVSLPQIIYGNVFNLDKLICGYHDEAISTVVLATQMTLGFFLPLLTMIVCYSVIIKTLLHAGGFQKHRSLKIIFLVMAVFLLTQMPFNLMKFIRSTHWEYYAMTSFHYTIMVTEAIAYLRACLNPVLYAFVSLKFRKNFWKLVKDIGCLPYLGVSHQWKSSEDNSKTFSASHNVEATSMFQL
MPTP inh: blocks calcium-induced mitochondrial swelling; inhibition, % at 10 µM; AID 602449; 360,000 tested, 1.4% active; isolated mouse mitochondria, Ca2+ swelling absorbance, 30 min;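 active = inhibition of 50% or more, scaled per plate between neutral and stimulator controls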;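 also: 0% = DMSO wells given calcium and 100% = 1 mM EGTA wells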
A3A deaminase: inhibitors of human APOBEC3A DNA deaminase; inhibition, % at 20 µM; recombinant A3A, FAM/TAMRA ssDNA deamination fluorescence; AID 493011; 330,000 tested, 0.41% active;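 active = at least 40% inhibition at 20 µM here, with at most 30% in a related deaminase screen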;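 also: plate controls were A3A with DMSO for no effect and wells lacking A3A enzyme for full effect; some results filed as inactive read as strong as hits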
Target sequence (P31941 whole entry, looked up): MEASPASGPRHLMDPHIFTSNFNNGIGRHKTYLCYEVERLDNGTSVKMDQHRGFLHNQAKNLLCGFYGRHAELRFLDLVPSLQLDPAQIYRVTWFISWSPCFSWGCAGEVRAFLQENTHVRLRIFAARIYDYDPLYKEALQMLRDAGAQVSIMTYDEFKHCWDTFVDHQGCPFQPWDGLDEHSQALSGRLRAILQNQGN
NR3A LBD binder: modulators (binders) of human NR3A ligand-binding domain. NR3A LBD differential scanning fluorimetry, Tm shift; 0% = protein alone, 100% = glycine-bound protein. Tm shift relative to glycine control, % at 25 µM. 340,000 tested, 2.5% active. AID 1259313;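 active = melting temperature shift of at least 10% of the positive control shift, at one fixed dose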
CCR6 antag: blocks CCL20-driven beta-arrestin recruitment at human CCR6; CHO-K1 CCR6 PathHunter beta-arrestin, luminescence, CCL20-stimulated; inhibition, % at 20 µM; P51684; 340,000 tested, 0.49% active; AID 493098;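 active = compounds whose inhibition of the agonist-driven luminescence signal at 20 µM reaches about 50%, limit read from the data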;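 also: cells stimulated with CCL20 at 14 nM final; plate controls were DMSO with CCL20 for no effect and DMSO without agonist for full effect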
* = called active by the depositor; / = not tested or not shown.

no.	SMILES	CXCR6 block	Gli-Sufu antag	MPTP inh	A3A deaminase
1	Cc1ccn(CCNC(=O)C2CCC(=O)N(CCc3ccc(Cl)cc3)C2)n1 (stereo not given)	-4.0	-1.9	-2.1	-1.0
2	COc1ccccc1-c1noc(-c2cccnc2)n1	-10.4	-30.7	-0.6	-1.9
3	CCOc1cc(NS(C)(=O)=O)c(OCC)cc1NC(=O)c1cccs1	-5.1	2.5	0.2	-1.8
4	COc1ccc(OC2CCN(S(=O)(=O)c3cccc(F)c3)CC2)cc1	-5.7	4.4	0.8	-1.6
5	CCOC(=O)CC(NC(=O)c1cc2cccc(OC)c2oc1=O)c1cccc([N+](=O)[O-])c1 (stereo not given)	12.0	-0.6	-12.7	-2.8
6	Cc1ccccc1-n1c(SCC(=O)N2CCC(C(=O)O)CC2)nnc1-c1ccncc1	8.8	-14.9	0.7	2.7
7	CCCCCC(=O)NC(=S)Nc1ccc(Br)cc1C	8.4	-1.1	0.1	-0.5
8	Cc1ccc(/C=C/C(=O)Nc2ccc(S(=O)(=O)Nc3cc(C)nc(C)n3)cc2)cc1	1.1	-14.7	-1.8	1.2
9	Cc1ccc(C(=O)N/C(=C\c2ccco2)C(=O)N2CCCCC2)cc1	3.4	-7.2	1.2	-3.4
10	COc1ccc(NC(=O)CSC2CC(=O)N(c3ccc4c(c3)OCCO4)C2=O)cc1 (stereo not given)	-11.4	-2.4	-0.1	2.5

no.	NR3A LBD binder	EBI2 antag	A3G deaminase	CCR6 antag
1	1.1	9.8	-7.6	10.2
2	-1.6	1.3	-3.5	12.8
3	0.0	-5.7	-4.8	15.3
4	-0.3	5.6	-4.7	17.7
5	0.4	6.2	-6.8	14.8
6	-2.5	-5.6	-2.8	-0.5
7	3.6	-7.6	3.5	-3.9
8	-6.5	-3.8	-1.9	1.2
9	0.8	-1.9	-9.3	13.5
10	-2.2	-9.2	-2.0	2.9

Brought forward from above: three compounds, then new ones.
no.	SMILES	CXCR6 block	Gli-Sufu antag	MPTP inh	A3A deaminase
8	Cc1ccc(/C=C/C(=O)Nc2ccc(S(=O)(=O)Nc3cc(C)nc(C)n3)cc2)cc1	1.1	-14.7	-1.8	1.2
9	Cc1ccc(C(=O)N/C(=C\c2ccco2)C(=O)N2CCCCC2)cc1	3.4	-7.2	1.2	-3.4
10	COc1ccc(NC(=O)CSC2CC(=O)N(c3ccc4c(c3)OCCO4)C2=O)cc1 (stereo not given)	-11.4	-2.4	-0.1	2.5
11	CCOC(=O)c1cccc(NC(=O)CN(c2ccc(C)cc2)S(=O)(=O)c2c(C)noc2C)c1	11.4	1.0	2.3	-4.3
12	COc1ccc(N(CC(=O)N/N=C/c2ccc(F)cc2)S(=O)(=O)c2ccccc2)cc1	1.3	-6.1	0.1	-4.9
13	COc1ccc(-c2cnc[nH]2)cc1	-6.6	-6.3	4.0	0.5
14	O=CNc1ccc(OC(=O)c2cncc(Br)c2)cc1	0.8	32.3	-1.3	3.2
15	CN(C)C=Nc1nc2ccccc2nc1N1CCCC1	-5.2	-7.5	-3.1	2.5
16	Cc1nc2c(C)cccn2c1C(=O)N/N=C/c1ccccc1[N+](=O)[O-]	-3.1	-2.1	2.3	-1.7
17	O=C(COc1ccc(Cl)cc1Cl)Nc1ccc(C(=O)Nc2ccccc2C(=O)O)cc1	-15.3	-5.1	0.8	1.9
18	COc1cc(/C=N/NC(=O)c2ccc3nc[nH]c3c2)ccc1O	0.4	11.1	1.7	-1.9
19	CCOC(=O)Cc1csc(NC(=O)c2ccc(S(=O)(=O)N3CCCCC3)cc2)n1	2.3	-4.8	-0.4	6.8
20	CCN(CC(=O)Nc1ccc2c(c1)OCCO2)S(=O)(=O)c1ccc(F)cc1	6.4	24.2	-0.9	-4.7

no.	NR3A LBD binder	EBI2 antag	A3G deaminase	CCR6 antag
8	-6.5	-3.8	-1.9	1.2
9	0.8	-1.9	-9.3	13.5
10	-2.2	-9.2	-2.0	2.9
11	-1.0	15.3	-5.7	9.2
12	-7.7	15.3	-6.2	13.2
13	-0.4	2.0	-5.9	-8.2
14	-2.4	-4.0	-5.5	-5.3
15	-0.2	-3.0	-0.2	2.5
16	2.9	14.1	-9.0	6.3
17	15.9*	-11.5	-8.4	-2.1
18	26.5*	-7.7	-4.6	-7.8
19	-2.5	-9.0	2.3	28.8
20	1.3	-8.7	-14.8	-2.4

Next results.
no.	SMILES	CXCR6 block	Gli-Sufu antag	MPTP inh	A3A deaminase
21	COc1ccccc1NS(=O)(=O)c1cc(N)ccc1N1CCCCC1	1.8	43.7	-0.8	4.5
22	O=C(c1ccccc1)c1sc(N2CCOCC2)nc1-c1ccccc1	-0.5	6.7	-0.2	-3.0
23	COc1ccc(CNC(=O)CCNC(=O)c2ccco2)cc1OC	-0.5	-2.8	0.5	-3.0
24	COc1cccc2cc3c(=O)oc4ccccc4c3nc12	-2.5	3.7	-0.6	-6.2
25	Cc1cc(C)cc(NC(=O)CCc2c(C)nn(-c3ccc(N4CCCCC4)nn3)c2C)c1	-3.8	-29.8	-1.2	-4.2
26	COc1ccc(CNC(=O)C2CSC(=O)C2)cc1 (stereo not given)	-2.2	7.0	-2.5	7.0
27	Cc1nn(-c2ccccc2)c(C)c1NC(=O)COC(=O)CCCOc1ccccc1	0.2	-5.3	1.0	-1.8
28	CC1CC(C)CN(C(=O)Cn2nnc(-c3ccc(Br)cc3)n2)C1 (stereo not given)	-3.3	5.4	0.7	0.6
29	Cc1noc(C)c1C(=O)Nc1sc2c(c1C(N)=O)CCC2	3.1	2.5	-0.1	-0.6
30	COc1cccc(-c2csc(N3CCN(C(=S)Nc4ccccc4OC)CC3)n2)c1	-15.1	29.6	1.6	-5.9

no.	NR3A LBD binder	EBI2 antag	A3G deaminase	CCR6 antag
21	32.8*	18.8	49.0*	-0.9
22	-1.3	-10.7	-7.0	17.8
23	1.2	-4.8	-8.3	13.3
24	-0.2	-4.4	-6.2	-18.6
25	-5.8	4.8	-6.9	3.9
26	-1.3	-7.8	1.1	7.6
27	1.9	1.4	-10.2	4.9
28	-0.4	5.3	-4.8	5.2
29	1.6	-3.4	-4.1	1.8
30	-5.4	6.5	-5.9	4.0

Remaining list, next part
no.	SMILES	CXCR6 block	Gli-Sufu antag	MPTP inh	A3A deaminase
31	CCOC(=O)C1CCN(C(=O)C(=O)Nc2ccc3nc4n(c(=O)c3c2)CCCCC4)CC1	0.9	-3.3	-1.3	3.3
32	NC(=S)N/N=C/c1ccc(-c2cccc([N+](=O)[O-])c2)o1	7.3	-17.5	-5.2	-7.2
33	CCC(=O)NC(=S)Nc1ccc(-c2nc3ccc(C)cc3s2)cc1	3.1	-117.5	1.8	0.8
34	CCOc1ccc(N=C2NC(=O)C(CC(=O)Nc3ccccc3)S2)cc1 (stereo not given)	0.1	-10.1	-0.7	4.5
35	O=C(/C=C/c1ccc([N+](=O)[O-])o1)NNC(=O)c1ccc(F)cc1	-11.3	67.6*	-0.7	0.7
36	COc1ccc(Cl)cc1N(CC(=O)Nc1ccc2c(c1)OCCO2)S(C)(=O)=O	-2.6	6.9	1.0	-1.6
37	O=C(c1cnccn1)N(c1ccccc1)C1(C(=O)NC2CCCC2)CCCCC1	2.2	6.0	0.5	-1.6
38	O=C(O)C(c1ccccc1)N1C(=O)c2ccccc2C1=O (stereo not given)	-8.2	-6.6	-0.2	0.5
39	O=C(Nc1cccnc1Cl)C1=NN(c2ccccc2)C(=O)CC1	5.0	-9.3	-2.6	0.1
40	COc1ccc(OC)c(/C=N/NC(=O)CNC(=O)c2ccc(S(=O)(=O)N3CCOCC3)cc2)c1	-1.1	4.0	-2.4	0.9

no.	NR3A LBD binder	EBI2 antag	A3G deaminase	CCR6 antag
31	-1.0	-4.6	-6.5	2.9
32	9.1	17.7	-13.2	6.2
33	4.8	11.5	-0.1	19.4
34	0.9	-1.5	-1.1	10.2
35	-1.3	-17.6	0.8	8.7
36	2.5	-17.9	-6.4	4.7
37	2.1	-7.1	-8.0	2.4
38	0.0	4.6	2.9	15.1
39	1.7	-11.3	-0.4	11.2
40	3.5	6.7	5.9	-8.0

Continued.
no.	SMILES	CXCR6 block	Gli-Sufu antag	MPTP inh	A3A deaminase
41	CCOC(=O)/C(=N\Nc1ccc(Br)cc1)N1CC(C)OC(C)C1 (stereo not given)	6.3	11.3	2.4	-0.7
42	O=c1oc2c(O)cccc2cc1-c1nc2ccccc2[nH]1	-81.5	-89.6	0.6	-16.0
43	Cc1ccc(NC(=O)c2ncn(CCCNCC3CCCO3)n2)cc1C (stereo not given)	-10.9	-0.9	0.1	/
44	Cc1nc(Cl)c(N=Cc2cccc([N+](=O)[O-])c2)c(Cl)n1	-22.4	-10.6	-0.4	-1.8
45	O=C(O)c1ccc2c3c(cccc13)C(=O)N(OS(=O)(=O)c1ccccc1)C2=O	7.8	-4.6	-0.2	2.8
46	CC(C)(C)c1ccc(OCC(O)CN2CCc3ccccc3C2)cc1 (stereo not given)	0.8	49.6	4.7	-5.2
47	CN(C)c1nc(N)nc(CSc2nnnn2-c2ccc(C(=O)O)cc2)n1	0.0	0.1	-0.6	-1.5
48	COc1ccc(NC(=O)Cn2c(=O)n(CCC(=O)NCC3CCCO3)c(=O)c3cc(OC)c(OC)cc32)cc1 (stereo not given)	1.8	-4.5	-1.0	1.9
49	Cc1nc2ccc(NC(=O)c3cccc(S(=O)(=O)N(C)c4ccccc4)c3)cc2s1	-11.5	14.6	48.9	-0.7
50	COCCN(C(=O)COC(=O)CC1CCCCC1)c1c(N)n(Cc2ccccc2)c(=O)[nH]c1=O	-1.0	-24.1	-1.3	-4.7

no.	NR3A LBD binder	EBI2 antag	A3G deaminase	CCR6 antag
41	-0.1	-2.3	-6.2	17.1
42	-1.1	7.8	-49.8	-77.0
43	-0.3	-9.4	/	6.6
44	3.4	6.3	-6.3	-3.1
45	1.0	-8.7	-0.7	-9.4
46	0.2	18.7	-8.6	14.3
47	-0.2	2.3	-5.9	-2.6
48	0.2	-0.2	-3.4	4.0
49	18.1*	-6.9	-7.4	7.8
50	-5.9	-4.4	-8.3	7.3

Later entries
no.	SMILES	CXCR6 block	Gli-Sufu antag	MPTP inh	A3A deaminase
51	Cc1c(N=C2C=C(Br)C(=O)C(Br)=C2)c(=O)n(-c2ccccc2)n1C	-9.0	11.5	2.3	-0.5
52	Cc1ccc(C(=O)NNC(=O)c2ccncc2)cc1S(=O)(=O)N1CCCCC1	-4.1	-7.7	-1.9	-2.5
53	CSCCC(NC(=O)COc1ccccc1)C(=O)N1CCCC(C(F)(F)F)C1 (stereo not given)	-20.3	0.8	-0.9	-3.3
54	CCN(CC)c1ccc(C(=O)NNC(=O)CN2C(=O)NC3(CCCCC3)C2=O)cc1	-1.2	-11.3	-0.7	-2.2
55	COc1ccc(OC)c(-c2csc(NC(=O)CSc3ccc(Br)cc3)n2)c1	0.5	-2.8	39.4	-1.5
56	C=CCSc1nnc2c(n1)OC(c1ccccn1)N(C(C)=O)c1ccccc1-2 (stereo not given)	-2.2	-1.2	-0.3	-4.3
57	CC(=O)c1ccc(-c2ccc(-c3cc(=O)oc4c(C(C)C)ccc(C)c34)cc2)cc1	-6.6	10.7	-0.4	2.1
58	CC(=O)Nc1ccc2c(c1)CCC2=O	4.6	22.2	-0.9	-4.5
59	S=c1nc(C2CC2)[nH]c2ccccc12	10.3	-1.3	-0.5	6.8
60	Cn1cnc2nc(Cl)nc(Cl)c21	-2.2	3.4	-0.8	/

no.	NR3A LBD binder	EBI2 antag	A3G deaminase	CCR6 antag
51	-3.5	9.8	4.5	30.3
52	-0.9	1.6	-7.7	1.9
53	1.8	-11.6	-4.3	3.1
54	1.7	0.0	-7.2	5.0
55	19.5*	7.9	-9.5	-0.8
56	-2.7	-8.0	-13.4	15.9
57	-2.0	-9.0	-1.2	14.4
58	0.8	-22.3	-4.5	-2.9
59	-4.7	11.8	0.7	12.8
60	2.0	-19.2	/	4.2

Source: PubChem (Sanford-Burnham Center for Chemical Genomics)
